GPR55 antagonists = inhibition of LPI-stimulated GPR55 beta-arrestin translocation – imaging, U2OS, beta-arrestin-GFP, LPI agonist, primary screen (AID 2013); U2OS GPR55 beta-arrestin-GFP translocation imaging, LPI antagonism; higher % means a stronger effect; one-dose inhibition, % at 10 µM; IC50 in µM for titrated hits; 290,000 compounds, 0.13% hits;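 active = spots per cell inhibited over 60%, with over 100 cells counted and total cytoplasm intensity under 500,000; inconclusive = wells with under 100 cells, flagged as likely toxic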;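 note: U2OS cells stably carrying GPR55 and arrestin-GFP stimulated by 5 µM LPI near EC80; imaged beta-arrestin-GFP aggregate spots per cell after agonist stimulation; plate controls were LPI-stimulated DMSO wells for no effect and DMSO wells without LPI for full effect; some results filed as inactive read as strong as hits; confirmed hits need IC50 under 10 µM and bright autofluorescent wells are also inconclusive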
GPR55 activation = GPR55 agonists via beta-arrestin recruitment, primary screen, imaging, U2OS cells, beta-arrestin-GFP redistribution (AID 1961). 290,000 compounds, 0.048% hits. activation, % at 10 µM; hits with a dose series show EC50 in µM. U2OS GPR55 beta-arrestin-GFP redistribution imaging; higher % means a stronger effect;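 active = activation above 40% with more than 50 cells counted in the well; inconclusive = wells holding fewer than 50 cells, flagged as toxic or sparse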;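 note: U2OS osteosarcoma cells stably expressing GPR55 and beta-arrestin-GFP; plate controls were DMSO negative control for no effect and LPI positive control for full effect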
LYP phosphatase = inhibitors of LYP phosphatase, biochemical, fluorescence intensity, uHTS (AID 1779); 290,000 compounds, 0.054% hits; inhibition, % at 11.5 µM; hits with a dose series show IC50 in µM; recombinant LYP phosphatase, fluorescence intensity; higher % means a stronger effect; in the data active = inhibition above about 50%;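 note: plate controls were vehicle with enzyme for no effect and no enzyme for full effect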
NTR1 agonist = agonists of NTR1, primary screen, imaging, U2OS cells, beta-arrestin-GFP, high content (AID 493036). activation, % at 20 µM. P30989. NTR1-U2OS beta-arrestin-GFP spot imaging, agonist mode. 330,000 compounds, 0.17% hits;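 active = activation at or above 40% of the spot to cytoplasm intensity ratio, with at least 20 cells analyzed; inconclusive = wells under 20 cells, flagged as cytotoxic or low count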;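 note: 0% = DMSO without peptide and 100% = 100 nM NTR1 peptide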
Target sequence (P30989 whole entry, looked up): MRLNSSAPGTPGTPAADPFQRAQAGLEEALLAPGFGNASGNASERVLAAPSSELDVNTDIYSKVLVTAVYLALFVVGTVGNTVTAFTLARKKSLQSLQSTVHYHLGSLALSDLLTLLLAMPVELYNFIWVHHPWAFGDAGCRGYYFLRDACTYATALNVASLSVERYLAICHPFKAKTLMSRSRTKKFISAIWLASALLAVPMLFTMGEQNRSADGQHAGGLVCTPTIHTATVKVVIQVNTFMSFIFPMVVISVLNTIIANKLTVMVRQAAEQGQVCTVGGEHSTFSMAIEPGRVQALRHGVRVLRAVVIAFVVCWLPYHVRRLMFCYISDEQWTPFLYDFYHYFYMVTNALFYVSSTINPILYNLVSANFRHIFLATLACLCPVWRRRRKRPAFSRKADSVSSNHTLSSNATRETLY
GPR35 arrestin U2OS = GPR35 antagonists blocking zaprinast-driven arrestin recruitment, primary screen, imaging, U2OS, beta-arrestin-GFP, zaprinast agonist (AID 2058). 290,000 compounds, 0.052% hits. inhibition, % at 10 µM, or IC50 in µM where a hit was titrated. U2OS GPR35 beta-arrestin-GFP translocation imaging, zaprinast antagonism; higher % means a stronger effect;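 active = inhibition of at least 50% with at least 30 cells and total cytoplasm GFP at most 10,000,000; inconclusive = under 30 cells or total GFP of 10,000,000 plus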
Large T inhibition = TAg ATPase/helicase activity blockers – biochemical (AID 1903); SV40 large T antigen ATPase/helicase inhibition assay; higher % means a stronger effect; one-dose inhibition, % at 20 µM; IC50 in µM for titrated hits; 310,000 compounds, 0.39% hits; in the data active = a potency from the dose series; inconclusive = inhibition mostly from about 32% at the one dose, without a potency; inactive = the rest, 99 in 100 with inhibition below about 32%; note: strong numbers were not always called active
Hep lipid drop = hepatic lipid droplet formation modulation; AML12 mouse hepatocytes, oleate lipid droplets, BODIPY imaging; inhibition, % at 6.5 µM; 240,000 compounds, 0.4% hits; AID 1656;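 active = lipid droplet intensity inhibited by at least 50%, with more than 500 cells counted; inconclusive = wells with under 300 cells, treated as cytotoxic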
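System: AML12 hepatocytes (mouse). Probe or stimulus: oleic acid at 100 µM to induce lipid droplet formation. Times: overnight treatment with compound plus oleate. Detection: Image-based BODIPY and DAPI two-channel analysis. Evaluation: percent inhibition of filter-corrected integrated lipid droplet intensity per well.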
T cell modulator = modulates CD8 T cell binding to vesicles; 2C CD8+ T cell-vesicle binding, flow cytometry; active compounds read low; calls only at 7 µM; 330,000 compounds, 0.068% hits; AID 2052;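 active = response, share of CD8 T cells binding vesicles, and their 90th percentile fluorescence all below set limits, cut at about 80% in these data, passing the limit was not always enough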
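Test system: purified 2C TCR transgenic mouse naive CD8+ T cells. Probe or stimulus: QL9-peptide-loaded Drosophila micro-vesicles bearing Ld, ICAM-1 and B7-1. Incubation: binding step 1.5 h, 37 °C, antibody labelling 20 min, ice. Measured by: flow cytometry of vesicle-bound cells.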
MgcRacGAP inhibition = MgcRacGAP GTPase-activating activity inhibitors, confirmation, biochemical, ADP Hunter fluorescence. MgcRacGAP-stimulated Rac1 GTP hydrolysis, ADP Hunter fluorescence; higher % means a stronger effect; GST-tagged Rac1 F28L mutant substrate. inhibition, % at 30 µM, or IC50 in µM where a hit was titrated. 340,000 compounds, 0.6% hits. AID 624330;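 active = first-screen hits whose inhibition reached a set limit at any dose in the follow-up dose series; inconclusive = inhibition above the set first-screen limit but never retested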;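 note: fluorescence reports GDP produced by GAP-driven GTP hydrolysis; strong numbers were not always called active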
Hep lipid drop cells 6.5 µM = further read-out of Hep lipid drop, marked with its call; cell count; measured here: cell count, cytotoxicity flag;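 cells counted across two imaged fields per well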
T cell modulator vesicle-bound % = also measured in T cell modulator; calls as there; double positive events, %; measured here: CD8+ vesicle-bound cell fraction;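 binding gate set so that unloaded-vesicle control wells show 10% double positive cells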
NTR1 agonist cell count 20 µM = further read-out of NTR1 agonist, marked with its call; cell count; measured here: cell count, cytotoxicity flag
Starred values were filed as active, the others as inactive; i = inactive; ? = inconclusive; . = not tested or not shown.

Order of values: GPR55 antagonists	GPR55 activation	LYP phosphatase	NTR1 agonist	NTR1 agonist cell count 20 µM	GPR35 arrestin U2OS	Large T inhibition	Hep lipid drop	Hep lipid drop cells 6.5 µM	T cell modulator	T cell modulator vesicle-bound %	MgcRacGAP inhibition
COc1ccccc1NC(=O)c1ccc(C(=O)Nc2ccccc2OC)nc1
 : 5.0%	1.5%	-8.7%	2.9	60	19.1%	-7.5%	15.2	794	i	47.2	-12.8%
COc1ccc(NC(=O)COc2ccc(C)cc2)c([N+](=O)[O-])c1
 : 20.5%	0.7%	-5.0%	7.9	35	16.1%	5.5%	13.4	777	i	25.1	.
COc1cc2[nH]c(C(=O)NCc3ccccc3)cc2c(OC)c1OC
 : -0.4%	0.3%	-9.2%	0.0	82	10.9%	0.9%	4.0	804	i	54.8	9.0%
CCN(CC(=O)NCc1ccc(Cl)cc1)C(=O)CSc1ccccc1
 : .	.	.	1.5	53	.	5.7%	.	.	i	57.9	9.3%
COc1ccc(CCNC(=O)C2(C)CCC(=O)N2Cc2ccc(C)cc2)cc1OC (centres undefined)
 : 14.2%	-0.1%	-8.1%	-0.7	79	-1.3%	11.6%	-5.1	832	i	44.1	4.4%
Cc1cc(C)n(-c2nc3ccccc3nc2Nc2ccc3c(c2)OCO3)n1
 : 13.5%	-0.1%	-4.6%	3.6	49	0.5%	8.7%	10.3	744	i	16.4	6.3%
CCC(=O)Nc1nonc1-c1nc2ccccc2n1Cc1cccc2ccccc12
 : -3.2%	-0.3%	6.2%	-6.1	88	-8.5%	4.2%	-100.9	498	i	15.3	-3.5%
CC(C)OC(=O)CSc1nnnn1-c1ccc2c(c1)OCCO2
 : 5.8%	-0.1%	-10.0%	0.4	53	-8.5%	-4.0%	4.8	720	i	21.0	16.8%
CCOC(=O)c1c(S(=O)(=O)N2CCCC(C)C2)c(C)n(C)c1C (centres undefined)
 : -0.1%	-0.2%	-8.3%	2.6	61	4.2%	4.7%	7.1	606	i	51.4	1.8%
CC(=O)n1c(=O)c2ccccc2c(=O)n1-c1ccccc1
 : 1.1%	-0.2%	-7.3%	-1.2	49	0.6%	16.8%	.	.	i	30.9	6.5%
COc1ccc(/C=C(\C#N)C(=O)NCC(c2ccc(F)cc2)N2CCOCC2)cc1 (centres undefined)
 : -2.5%	0.0%	-3.1%	1.7	60	-1.1%	12.1%	-28.3	701	i	57.1	0.0%
CN(C)CC(C)(C)CNC(=S)Nc1cc(S(=O)(=O)N2CCOCC2)ccc1Cl
 : 5.3%	0.0%	-3.2%	-0.7	50	-3.7%	8.1%	-3.9	681	i	33.0	-1.2%
CN1CCN(CC(=O)N2c3ccccc3C(C)(c3ccc(Cl)cc3)CC2(C)C)CC1 (centres undefined)
 : 20.9%	-0.1%	-7.9%	0.2	45	11.6%	4.2%	9.2	738	i	31.9	12.9%
Cc1ccc(SCCNC(=O)c2ccc(CN3CCOCC3)cc2)cc1
 : 11.0%	-0.2%	-5.0%	-1.2	34	-32.0%	-0.2%	-0.2	690	i	65.6	6.4%
COc1ccccc1NC(=O)c1ccc(NC(=O)CSc2ncccn2)cc1
 : -1.7%	-0.4%	-3.6%	-1.8	52	-1.6%	7.6%	10.9	702	i	34.2	0.7%
CN1CCN(c2ccc(S(=O)(=O)N3CCCCC3)cc2NC(=O)c2ccc(C#N)cc2)CC1
 : 32.9%	0.0%	-5.5%	-0.9	51	-4.6%	6.2%	22.4	692	i	42.8	1.0%
CC(CN1CCCC1)OC(=O)c1ccccc1Cl (centres undefined)
 : 7.9%	0.6%	0.7%	-1.4	72	-0.6%	2.2%	-1.0	788	i	60.2	8.0%
Cc1cc(CNC(=O)C(C)n2cc([N+](=O)[O-])cn2)c2ccccc2n1 (centres undefined)
 : -15.1%	-0.6%	-4.8%	1.6	52	-6.6%	5.6%	-1.1	714	i	49.2	7.6%
COc1ccc(C(=O)NC(=S)NCc2ccc(-c3nc4ccccc4o3)cc2)cc1OC
 : 0.1%	.	1.3%	12.0	71	7.6%	21.3%	8.9	789	i	16.5	1.9%
Cc1ccc(Cn2c(=N)c(S(=O)(=O)c3ccc(C)cc3)cc3c(=O)n4ccccc4nc32)cc1
 : 10.5%	-0.1%	6.7%	0.8	54	12.4%	3.5%	3.7	725	i	47.5	.
CCN1C(=O)CC(Sc2ccccc2N)C1=O (centres undefined)
 : 9.6%	-0.1%	10.5%	-1.1	54	12.2%	-0.2%	-2.8	738	i	34.0	-0.3%
COc1ccccc1CNS(=O)(=O)c1ccc(C)cc1
 : -1.5%	-0.1%	-6.8%	-0.5	88	-1.3%	3.0%	10.4	840	i	21.9	3.4%
CCN(C(=O)CSc1nc2n[nH]c(C)c2c(=N)n1-c1ccc(Cl)c(C)c1)c1cccc(C)c1
 : 12.1%	0.2%	0.5%	26.4	70	-16.3%	10.0%	-27.1	749	i	23.6	9.0%
COc1ccc(-n2c(SCC(=O)N3CCCC3)nc3ccccc3c2=O)cc1
 : -1.4%	-0.1%	-8.0%	3.8	27	15.5%	7.5%	-3.2	741	i	13.2	.
Cc1nc2sc(C(c3cccs3)N3CCC(C(N)=O)CC3)c(O)n2n1 (centres undefined)
 : -3.9%	-0.1%	-1.3%	6.0	45	-8.6%	2.3%	10.2	692	i	26.9	2.0%
Cc1ccccc1Nc1nc(N)nc(COC(=O)CCNS(=O)(=O)c2ccccc2)n1
 : .	.	.	0.9	54	.	17.7%	.	.	i	31.7	1.7%
Cc1cc(C(=O)COC(=O)c2ccccc2NCCO)c(C)n1CC1CCCO1 (centres undefined)
 : 0.0%	-0.1%	-9.8%	-0.2	73	2.4%	13.2%	0.0	808	i	22.0	7.8%
CCn1c2ccccc2c2nc3cc(C(=O)O)ccc3nc21
 : -18.4%	-0.1%	-2.0%	.	.	10.2%	3.7%	1.2	708	.	.	14.6%
CCN(c1ccc(NC(=O)CCNC(=O)c2ccco2)cc1)C(C)C
 : 2.4%	0.1%	-6.2%	-1.5	74	14.1%	?	-2.4	618	i	62.1	21.8%
CCOC(=O)Cn1nc(C)c(NC(=O)COc2ccc(F)cc2F)c1C
 : -8.6%	-0.5%	-2.0%	1.9	46	-19.0%	21.9%	8.7	711	i	52.0	-5.8%
O=C(N/C(=C/c1cn(-c2ccccc2)nc1-c1ccccc1)C(=O)N1CCOCC1)c1ccccc1
 : -4.8%	0.3%	0.2%	2.0	65	-15.5%	5.8%	2.1	477	i	35.9	.
CCCCOCCCn1cnc2c([nH]c3cc(OC)ccc32)c1=O
 : 9.4%	-0.2%	-10.9%	1.2	64	-0.6%	0.6%	.	.	i	49.3	5.0%
COc1cccc(C(=O)Nc2cccc(OCC(=O)c3ccccc3)c2)c1
 : 4.4%	-0.1%	-1.3%	1.0	45	1.2%	4.7%	10.8	788	i	49.6	7.0%
C/C(=C\C(=S)Nc1ccccc1)Nc1ccccc1
 : 3.3%	-0.1%	-1.9%	0.0	44	-0.1%	24.2%	9.9	642	i	52.4	11.4%
O=C(NCCCn1ccnc1)c1ccc(Br)c(S(=O)(=O)N2CCOCC2)c1
 : 6.8%	-0.1%	-1.0%	0.7	96	-0.1%	1.7%	.	.	i	28.0	4.1%
CN(Cc1c(O)ccc2c1oc(=O)c1ccccc12)C1CCCCC1
 : 13.1%	-0.1%	-2.0%	0.3	66	-8.1%	10.9%	3.5	725	i	9.3	10.7%
Nc1cccc(C(=O)OCC(=O)Nc2cccc3c2C(=O)c2ccccc2C3=O)c1
 : 1.6%	-0.1%	-8.0%	7.6	59	-6.7%	15.7%	24.4	627	i	26.1	3.5%
CC(C)c1ccc(-n2c(-c3ccccc3)c[n+]3c2CCc2ccccc2-3)cc1
 : 7.7%	-0.2%	-5.3%	.	.	-0.7%	15.3%	-46.1	612	.	.	-1.6%
COc1ccccc1Nc1nnc(SCC(=O)Nc2nc(-c3ccc(F)cc3)cs2)s1
 : -3.7%	-0.2%	7.0%	-0.1	43	1.4%	20.4%	67.5*	704*	i	51.0	-7.1%
O=C(NCC(c1ccco1)N1CCOCC1)c1c(F)cccc1F (centres undefined)
 : .	.	.	0.9	60	.	5.4%	.	.	i	35.2	6.2%
Cc1[nH]nc2cn[nH]c12
 : -6.2%	-0.2%	-14.5%	3.4	61	0.7%	-0.3%	.	.	i	29.6	-9.0%
CC(NC(=O)C(C)(C)C)c1nc2ccccc2n1C (centres undefined)
 : 11.8%	0.2%	-3.5%	-1.4	91	0.3%	-1.9%	3.5	644	i	20.0	5.2%
COc1cc(/C=N/N=C(/N)c2nonc2N)cc(Br)c1OCc1ccccc1C
 : 2.0%	-0.1%	2.8%	7.3	82	-1.7%	9.7%	-10.5	798	i	49.8	-5.8%
C=CCSc1nnc2c(n1)OC(c1cccnc1)Nc1ccccc1-2 (centres undefined)
 : 0.9%	-0.1%	-6.5%	-0.4	48	-1.6%	5.5%	.	.	i	43.1	7.4%
CC1CCCC(C)N1C(=O)CSc1nnnn1Cc1ccccc1 (centres undefined)
 : 20.5%	0.9%	-0.4%	0.9	61	-2.3%	2.2%	.	.	i	47.1	5.6%
O=C1CCCN1CCCNc1ncnc2sccc12
 : -6.3%	0.6%	-7.9%	-0.7	35	-0.1%	12.6%	-6.0	660	i	10.5	5.8%
COc1ccc2c(c1)c(C(=O)N/N=C/c1ccc(Cl)cc1)c(C)n2C
 : -4.9%	-0.3%	7.5%	2.8	59	9.0%	15.5%	7.2	697	i	23.9	8.8%

High-throughput results deposited in PubChem by several laboratories.
